# CCT chaperon mod: High-Throughput Screening for Modulators of Cytosolic Chaperonin Activity; 360,000 compounds, 0.3% hits; purified chaperonin ATPase assay, HTRF ADP detection, 30 min; activity change, % (concentration not given with the values), hits read low; AID 651819, 2012; in the data active means activity change below about -30%; further: on the % scale 0 is the no-effect control and ±100 the full control effect
#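 First, chaperonin was dispensed at 40 nM or 20 nM final depending on batch activity. Next, compounds were pinned at 76 uM and ATP added at 10 uM. After 30 min at 37 °C, ADP detection reagents ran 30 min at ambient temperature.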
# PLK1 PBD inh: qHTS for Inhibitors of PLK1-PDB (polo-like kinase 1 - polo-box domain): Primary Screen. Plk1 PBD binding of FITC phosphopeptide, fluorescence polarization. AID 720504, 2013. Potency, µM, without a hit: max response, negative = inhibition, usual class: inhibitors. 360,000 compounds, 2.8% hits; further: potency means the concentration at half of the fitted maximal effect; series mostly up to about 57 µM; on the % scale 0 is the no-effect control and ±100 the full control effect; nearly all actives have a fitted effect of over 65% in size
# EPAC1 antagonist: qHTS for Antagonist of cAMP-regulated guanine nucleotide exchange factor 3 (EPAC1): primary screen. Rap guanine nucleotide exchange factor 3 (Homo sapiens), O95398. EPAC1 GEF assay, Rap1b-BODIPY-GDP exchange fluorescence. Potency, µM (titrated, usually from 115 µM), for inactives: at the top dose activity change, negative = inhibition, most hits filed as inhibitors. 360,000 compounds, 0.14% hits;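 further: potency means the concentration at half of the fitted maximal effect; plate controls were vehicle for no effect and positive control for full effect; nearly all actives have a fitted effect of over 50% in size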
# Target sequence (O95398 whole entry, looked up): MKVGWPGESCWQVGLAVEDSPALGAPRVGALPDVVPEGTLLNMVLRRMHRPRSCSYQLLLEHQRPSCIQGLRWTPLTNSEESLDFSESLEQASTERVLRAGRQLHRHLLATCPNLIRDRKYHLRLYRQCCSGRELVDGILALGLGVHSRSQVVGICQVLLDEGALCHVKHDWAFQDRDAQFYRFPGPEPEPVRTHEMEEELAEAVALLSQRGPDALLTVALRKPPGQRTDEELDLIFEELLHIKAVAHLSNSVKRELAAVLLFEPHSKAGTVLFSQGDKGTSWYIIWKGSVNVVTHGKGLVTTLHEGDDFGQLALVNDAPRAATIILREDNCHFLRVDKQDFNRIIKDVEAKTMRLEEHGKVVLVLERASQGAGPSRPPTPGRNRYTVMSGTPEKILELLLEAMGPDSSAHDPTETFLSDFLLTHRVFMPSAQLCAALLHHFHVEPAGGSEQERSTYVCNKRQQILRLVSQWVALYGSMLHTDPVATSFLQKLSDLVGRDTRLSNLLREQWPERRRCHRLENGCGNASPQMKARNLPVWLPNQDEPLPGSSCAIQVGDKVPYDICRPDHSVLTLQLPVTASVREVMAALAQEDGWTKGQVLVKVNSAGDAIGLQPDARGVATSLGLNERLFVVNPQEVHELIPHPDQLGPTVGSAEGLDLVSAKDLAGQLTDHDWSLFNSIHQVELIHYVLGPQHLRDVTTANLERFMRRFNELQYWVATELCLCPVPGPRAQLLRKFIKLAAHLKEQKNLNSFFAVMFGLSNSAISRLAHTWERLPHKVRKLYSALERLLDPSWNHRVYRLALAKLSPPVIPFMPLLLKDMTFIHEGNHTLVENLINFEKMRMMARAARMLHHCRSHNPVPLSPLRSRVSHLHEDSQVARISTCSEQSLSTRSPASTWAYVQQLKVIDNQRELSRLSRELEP
# EPAC1 agonist: qHTS for Agonist of cAMP-regulated guanine nucleotide exchange factor 3 (EPAC1): primary screen; Rap guanine nucleotide exchange factor 3 (Homo sapiens), O95398; EPAC1 agonist qHTS, biochemical assay; response scale: 100% = response to 6.5 mM cAMP; Potency, µM (highest dose often 154 µM), for inactives: at the highest dose activation, hits mostly activators; 360,000 compounds, 0.073% hits; further: potency means the concentration at half of the fitted maximal effect; nearly all actives have a fitted effect of over 60% in size
#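 Read-out is the fluorescence drop as BODIPY-GDP leaves Rap1B (480 nm excitation, 540 nm emission), recorded every 5 minutes over 30 minutes. Reactions held 100 nM EPAC1, 250 nM Rap1B–BODIPY-GDP and 50 uM GDP, with 6.5 mM cAMP setting full activation.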
# EPAC2 ag: qHTS for Agonist of cAMP-regulated guanine nucleotide exchange factor 4 (EPAC2): primary screen. EPAC2 activation, biochemical qHTS; response scale: 100% = 6.5 mM cAMP response. Rap guanine nucleotide exchange factor 4 (Homo sapiens), Q8WZA2. Potency, µM (titrated, usually from 154 µM), for inactives: top-dose activation, usual class: activators. AID 720711, 2013. 360,000 compounds, 0.079% hits; further: potency means the concentration at half of the fitted maximal effect; nearly all actives have a fitted effect of over 50% in size
#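 Readout is BODIPY fluorescence (480 nm excitation, 540 nm emission), which falls as labeled GDP is exchanged off Rap1B. EPAC2 at 100 nM acted on 250 nM RAP1B-BODIPY-GDP with 50 uM GDP present.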
# PI5P4K alpha inh: qHTS for Inhibitors of phosphatidylinositol 5-phosphate 4-kinase (PI5P4K) | Phosphatidylinositol 5-phosphate 4-kinase type-2 alpha (Homo sapiens), P48426 | PI5P4Kalpha enzyme, ADP-Glo luminescence, 60 min; hits give low values | max response, % | 330,000 compounds, 1.2% hits; active means max response of -50% or lower; inconclusive means between -30% and -50%; inactive means -30% or higher; further: value at the top dose of about 77 µM; on the % scale 0 is the no-effect control and ±100 the full control effect
#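 ADP-Glo luminescence end-point after a 60 min room-temperature kinase reaction. PI5P4Kalpha and substrate in HEPES pH 7.4 buffer with EGTA, 0.1% CHAPS and 5% DMSO; ATP at 5 microM final.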
# WRN inhibitor: qHTS for Inhibitors of WRN Helicase; Bifunctional 3'-5' exonuclease/ATP-dependent helicase WRN (Homo sapiens), Q14191; WRN helicase unwinding, fluorescent forked duplex, kinetic; Potency, µM (doses to about 114 µM), without a hit: at the top dose activity change, negative = inhibition, actives largely listed as inhibitors; 360,000 compounds, 0.46% hits; further: potency means the concentration at half of the fitted maximal effect; on the % scale 0 is the no-effect control and ±100 the full control effect; nearly all actives have a fitted effect of over 55% in size
#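 Kinetic fluorescence helicase assay: unwinding of a quenched forked DNA duplex (100 nM final) with 2 mM ATP final raises red fluorescence (525/598 nm). Compounds sat 15 min at room temperature with 20 nM WRN beforehand.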
# IL2 activator: qHTS of IL-2 Activators; IL-2 activation reporter assay, cell-based qHTS; stimulated with anti-CD3/CD4/CD28 beads; in transgenic mouse T cells; activation, % (series mostly up to about 46 µM); 360,000 compounds, 0.065% hits; AID 652025, 2013; in the data active means activation above about 50%; inconclusive means mostly about 30% to 49%; further: 0% is about no effect
#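 Screening format: compound pinned onto unstimulated transgenic mouse T cells, 60 min incubation, then anti-CD3/anti-CD4/anti-CD28 bead stimulation for 18 hours at 37 degrees C, followed by EGFP and DsRed detection.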
# * = called active by the depositor; ? = inconclusive; . = not tested or not shown; [ ] = another dose, or the depositor's remark. Unless noted, the call rests on the fitted dose curve; in most records, active means well fitted curve in the direction sought with a large enough effect; inconclusive means small, poorly fitted or top-dose-only effect, or another doubt; inactive means no such curve, though single readings can be large; an effect the other way counts as inactive or inconclusive. Only part of the results is shown (hit frequency here may not be typical).
SMILES,CCT chaperon mod,PLK1 PBD inh,EPAC1 antagonist,EPAC1 agonist,EPAC2 ag,PI5P4K alpha inh,WRN inhibitor,IL2 activator
CC(C)(C)NS(=O)(=O)c1ccc(NC(=O)CS(=O)(=O)Cc2ccccc2)cc1,-1.7,0%,-12%,1%,3%,8,0%,0.7
CSc1ncccc1C(=O)OCC(=O)c1cccc(Br)c1,-1.5,?,-6%,20%,13%,6,-29%,0.0
CCOC(=O)C1=C[C@@H](c2ccccc2)N(S(=O)(=O)c2ccc(C)cc2)[C@H]1c1cccc(Cl)c1,1.2,-4%,-8%,2%,14%,6,-11%,-0.4
CC(C)Cc1cc(C(=O)N2CCC(N3CCC(C(=O)N4CCOCC4)CC3)CC2)n[nH]1,-1.7,-17%,-22%,12%,10%,-2,-4%,1.5
O=c1[nH]cc(NCCNc2ncc(C(F)(F)F)cc2Cl)c(=O)[nH]1,-1.0,-7%,-9%,-2%,11%,12,3%,-1.6
COc1ccc(N(CC(=O)Nc2cccc(SC)c2)S(C)(=O)=O)cc1Cl,1.0,-2%,-6%,3%,14%,7,-13%,0.9
CC(=O)OC(C(=O)NC1CCCCC1)c1cccc(F)c1 (configuration not stated),-1.4,6%,-16%,-9%,0%,2,4%,1.0
Cc1nn(Cc2c(F)cccc2Cl)c(=O)c2ccccc12,-0.9,-5%,-10%,-2%,9%,0,-3%,1.0
COCCOC(=O)C1=C(C)NC(=O)NC1C1CC=CCC1 (configuration not stated),1.3,-6%,15%,17%,8%,.,-9%,1.5
Cc1cccc(Oc2ccccc2N)c1,-0.4,-8%,2%,10%,10%,.,-3%,1.0
Fc1ccc(-c2csc3ncnc(N4CCN(Cc5ccccc5)CC4)c23)cc1,-4.6,5%,-3%,-4%,-6%,-10,-15%,-2.9
c1ccc(COCCN2CCN(CCOCc3ccccc3)CC2)cc1,-1.8,-1%,3%,3%,1%,.,-7%,0.7
O=C(Cn1c(=O)[nH]c2ccccc2c1=O)N1CCN(Cc2ccc3c(c2)OCO3)CC1,-2.6,-20%,2%,11%,10%,2,-5%,-2.8
O=C1Nc2ccccc2CCc2ccccc21,-2.0,-2%,12%,-12%,6%,2,12%,0.6
CCCOP(=O)(OCCC)c1nc(-c2ccccc2)oc1NCc1ccccc1,-1.2,-6%,12%,-6%,7%,1,-12%,-3.5
Cc1c(Cl)cccc1NC(=O)CCN1CCN(CCO)CC1,-3.6,-5%,-1%,14%,15%,-4,4%,-0.5
C[C@H](c1ccccc1)N1C[C@H](COCc2ccccc2)Oc2cc(N3CC[C@H](N(C)C)C3)ccc2S1(=O)=O,-1.0,1%,-21%,3%,2%,10,-2%,-1.0
NC(c1csc(NC(=O)Nc2cccc(C(F)(F)F)c2)n1)C1CCCCC1 (configuration not stated),-0.5,-6%,-11%,-8%,11%,10,-3%,-1.1
CCCCc1ccc(NC(=S)Nc2ccc(Nc3ccc(OC)cc3)cc2)cc1,-1.8,15µM*,-26%,11%,21%,3,-8%,-0.9
CCOC(=O)C1(Cc2cccc(OC)c2)CCN(Cc2cccn2-c2ccccn2)CC1,4.9,-5%,12%,1%,7%,2,6%,-0.1
COc1ccc(C(=O)C2CCCN(C(=O)c3ccnn3C)C2)cc1OC (configuration not stated),0.4,2%,-5%,-1%,-4%,-1,-1%,0.1
Cc1ccc(CNC(=O)c2c(C)cc(=O)oc2C)cc1,2.8,-6%,8%,-5%,-4%,.,2%,1.9
COc1ccc(/C=C/C(=O)c2ccc(O)cc2)cc1CN1CCOCC1,-2.8,-17%,0%,3%,-1%,-16,-18%,-0.6
O=C(Nc1ccc(Cl)cc1)C1=Cc2ccccc2OC1,-0.8,-2%,5%,9%,10%,-2,-9%,-0.1

# Next section (4 carried over from the part before).
SMILES,CCT chaperon mod,PLK1 PBD inh,EPAC1 antagonist,EPAC1 agonist,EPAC2 ag,PI5P4K alpha inh,WRN inhibitor,IL2 activator
COc1ccc(C(=O)C2CCCN(C(=O)c3ccnn3C)C2)cc1OC (configuration not stated),0.4,2%,-5%,-1%,-4%,-1,-1%,0.1
Cc1ccc(CNC(=O)c2c(C)cc(=O)oc2C)cc1,2.8,-6%,8%,-5%,-4%,.,2%,1.9
COc1ccc(/C=C/C(=O)c2ccc(O)cc2)cc1CN1CCOCC1,-2.8,-17%,0%,3%,-1%,-16,-18%,-0.6
O=C(Nc1ccc(Cl)cc1)C1=Cc2ccccc2OC1,-0.8,-2%,5%,9%,10%,-2,-9%,-0.1
Cc1ccc(-c2nn(-c3ccccc3)cc2C=C2SC(=S)N(CCS(=O)(=O)O)C2=O)cc1,-1.3,11µM*,7.9µM*,-12%,1%,-89*,20µM*,1.5
CCN(CC)c1ccc(/C=N/NC(=O)c2c(Cl)cnn2C)c(O)c1,-4.4,3%,-3%,1%,4%,-7,-17%[57.1 µM],-1.7
CC(C)C[C@H]1COc2cc(N3CC[C@@H](O)C3)ccc2S(=O)(=O)N1,-0.3,3%,-8%,6%,4%,-1,-4%,3.0
CC(C)CC(C)NNC(=O)c1cc2ccccc2[nH]1 (configuration not stated),-4.8,1%,0%,-9%,1%,18,-16%,0.3
COC(=O)C1C(=O)c2c([nH]c(C(=O)OC3CCCCC3)c2C)CC1C (configuration not stated),-2.8,3%,-12%,-2%,-1%,-4,6%,-2.7
CCOC(=O)C1=C(c2ccc(OC)cc2)C(=O)c2ccccc2C1=O,1.0,-13%,-1%,1%,-9%,0,-1%[11.6 µM],-4.0
O=C(O)C1C2C=CC(C2)C1C(=O)Nc1ccccc1Br (configuration not stated),-3.2,-12%,-19%,2%,10%,-12,-12%[11.6 µM],0.6
Cc1ccsc1C(=O)OC(C)C(=O)Nc1ccc(Cl)cn1 (configuration not stated),0.4,1%,-4%,-4%,7%,6,-10%,-0.3
COc1ccc(NS(=O)(=O)c2cc(NC(=O)c3cc(F)c(F)c(F)c3F)ccc2N2CCCC2)cc1,-7.7,-7%,-15%,6%,6%,4,-2%,-5.8
COc1cc(/C=C/C(=O)OCC(=O)NCCc2ccccc2)ccc1OC(F)F,-1.6,-3%,6%,-6%,0%,-1,-7%,3.4
C/C=C/C=[N+](\[O-])C(C)/C(=N/O)c1ccc(F)cc1 (configuration not stated),0.1,-8%,-23%,6%,10%,.,-7%,0.5
COc1ccc(/C=N/Nc2nc(=O)[nH]nc2C)cc1[N+](=O)[O-],2.1,-8%,-22%,9%,-10%,6,-10%,1.6
Cc1ccc(C)c(N2CCN(S(=O)(=O)c3csc(C(N)=O)c3)CC2)c1,-0.9,-8%,-4%,5%,12%,-5,-3%,-3.0
CCC1=Nc2cc(C(=O)NCCCN3CCOCC3)ccc2Sc2ccc(Br)cc21,-1.8,?,-20%,-4%,-3%,6,0%,0.5
COc1cc(-n2c(C)nc3cc(C(=O)NCc4ccco4)ccc32)cc(OC)c1OC,0.4,-7%,-11%,0%,9%,-8,-9%,0.0
C/C(=N/NC(=O)c1ccc(Br)o1)c1cccs1,-2.7,5%,9%,-4%,0%,-13,7%,-3.3
COc1ccc(OC)c(Cc2nnc(CCC(=O)NC(C3CC3)C3CC3)o2)c1,-1.1,-15%,-1%,12%,0%,0,8%,-1.6
COc1cc(/C=C/C(=O)OCC(=O)N(C)CC(=O)Nc2ccc(F)cc2)ccc1OC(F)F,-0.7,-13%,-3%,4%,12%,1,2%,1.4
O=C(NCCc1nc2ccccc2[nH]1)c1ccc(Cl)c([N+](=O)[O-])c1,-1.7,0%,-13%,-13%,-12%,8,-1%,-0.3
Cc1ccc2c(c1)c1c(c(=O)n(-c3ccccc3)c(=O)n1CC(=O)NCC1CCCO1)n2C (configuration not stated),-0.1,-6%,11%,-3%,-2%,-5,2%,-2.8
Cc1nc(-c2cccc(-c3noc(C)n3)c2)no1,-44*,-1%,13%,4%,-1%,.,7%,-1.6
CCN(CC)c1nc(-c2ccc(C(=O)NN)cc2)nc(-c2ccc(C(=O)NN)cc2)n1,0.0,-20%,-6%,0%,3%,-5,12%,1.0
C[C@H](NC(=O)OC(C)(C)C)C(=O)NCC1CCC(C(=O)N[C@@H](Cc2ccccc2)C(=O)O)CC1 (some centres not stated),-3.4,2%,-4%,-11%,-4%,-1,5%,-0.2
O=C(NCC(c1ccco1)N1CCCC1)c1cccc(NS(=O)(=O)c2ccccc2)c1 (configuration not stated),-1.9,-3%,6%,-4%,4%,-3,-2%,0.3
COc1cc(C(=O)OCc2csc(CC(=O)Nc3ccccc3C)n2)ccc1OCC(C)C,0.5,4%,-1%,-21%,-13%,21,2%,-4.7
CCCCNC(=O)CCc1nc2cccnc2n1Cc1ccccc1,1.1,1%,-2%,5%,4%,-6,10%,-2.4
CCOC(=O)c1c(C)[nH]c(C(=O)COC(=O)[C@H](C)N2C(=O)C3CCCCC3C2=O)c1C (some centres not stated),0.5,-6%,0%,-6%,-2%,?,0%[11.6 µM],0.1
CCOC(=O)c1cc(CC)sc1NC(=O)c1ccc(N2CCOCC2)c([N+](=O)[O-])c1,-1.2,0%,13%,-3%,1%,.,1%,2.0
O=[N+]([O-])c1ccc(OCC(O)CNC2CCCC2)cc1 (configuration not stated),1.3,-3%,4%,12%,11%,2,2%,-0.3
C[C@@H]1CN([C@H](C)CO)C(=O)c2cc(Br)cnc2O[C@@H]1CN(C)C(=O)c1cccc(F)c1,-1.7,-3%,-2%,-7%,-3%,-1,1%,-0.4
C=CCNC(=O)Nc1ccc(F)c(Cl)c1,0.7,-11%,-13%,-4%,10%,-4,3%,-0.5
CCOc1ccccc1NC(=O)c1cccc2c1C(=O)N(CCOC)C2,-1.7,-14%,-11%,-24%,1%,-5,-5%,-2.2

# Source: PubChem BioAssay
